# Bioassay records as filed in PubChem BioAssay.
# OXTR potentiate: human OXTR potentiation; P30559; CHO-OTR cells, Fluo-8 calcium fluorescence, potentiator mode; 0% = oxytocin EC15, 100% = EC100; activation, % at 3 µM; actives 0.061% (n = 320,000); AID 2445;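 active = activation above that plate's cutoff, the mean activation of tested compounds plus 3 SD, cut at about 6.6% in these data, passing the limit was not always enough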;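 also: 100% uses oxytocin at 75 nM as the full agonist control; some results filed as inactive read as strong as hits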
# Target sequence (P30559 whole entry, looked up): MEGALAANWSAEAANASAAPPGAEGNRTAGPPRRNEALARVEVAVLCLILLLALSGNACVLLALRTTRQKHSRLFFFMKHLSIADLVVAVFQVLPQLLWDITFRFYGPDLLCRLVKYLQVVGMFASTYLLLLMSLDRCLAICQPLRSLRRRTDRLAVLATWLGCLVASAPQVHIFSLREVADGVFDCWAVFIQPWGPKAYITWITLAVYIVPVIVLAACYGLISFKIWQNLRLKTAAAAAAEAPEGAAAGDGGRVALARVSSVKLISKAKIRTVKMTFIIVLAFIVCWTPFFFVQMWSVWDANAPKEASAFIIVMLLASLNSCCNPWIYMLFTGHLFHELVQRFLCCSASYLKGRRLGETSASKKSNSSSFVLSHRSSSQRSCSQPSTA
#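 System: human OTR in CHO cells; Also added: sub-maximal oxytocin, roughly EC15; Timing: compound 6 min at room temperature before oxytocin, 100 s read; Technique: Fluo-8 intracellular calcium fluorescence, ex 470-495, em 515-575 nm; Controls: oxytocin EC15 low and EC100 high; Replication: singlicate.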
# M1 ag: activates human CHRM1 receptor; P11229; actives 0.33% (n = 360,000); CHO-K1 hM1, Fluo-8 calcium fluorescence, agonist mode; 0% DMSO, 100% acetylcholine EC100; activation, % at 3 µM;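 active = activation above the run's mean compound activation plus 3 SD, cut at about 16% in these data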;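 also: peak over basal fluorescence ratio within a 140 s kinetic read after compound addition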
# Target sequence (P11229 whole entry, looked up): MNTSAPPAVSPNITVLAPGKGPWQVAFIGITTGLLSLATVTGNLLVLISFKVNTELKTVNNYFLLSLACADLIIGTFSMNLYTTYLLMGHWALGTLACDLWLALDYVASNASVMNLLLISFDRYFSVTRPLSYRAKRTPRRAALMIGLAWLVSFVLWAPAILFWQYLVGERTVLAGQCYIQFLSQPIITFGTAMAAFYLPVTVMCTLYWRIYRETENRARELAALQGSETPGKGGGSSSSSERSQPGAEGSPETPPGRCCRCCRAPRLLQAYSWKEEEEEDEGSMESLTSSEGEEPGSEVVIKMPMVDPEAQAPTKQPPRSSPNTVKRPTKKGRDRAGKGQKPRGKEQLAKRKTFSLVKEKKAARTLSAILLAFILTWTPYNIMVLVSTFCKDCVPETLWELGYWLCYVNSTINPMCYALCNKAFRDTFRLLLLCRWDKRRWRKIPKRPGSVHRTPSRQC
# TAAR1 ag: human TAAR1 agonism | CHO RD-HGA16 TAAR1, Fluo-8 calcium fluorescence; vehicle wells 0%, saturating PEA agonist 100% | AID 624467 | activation, % at 3 µM | Q96RJ0 | actives 0.99% (n = 360,000);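 active = activation above the mean activation of all test compounds in the run plus 3 SD, cut at about 38% in these data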
#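 Test system: RD-HGA16 (CHO) cells co-expressing Gα16 and hTAAR1 | Doses: Single dose, 3 µM | Schedule: 17-24 h seeding, 75 min 37 °C dye, 30 min RT | Evaluation: % activation from peak over basal fluorescence ratio, DMSO-to-PEA scaled | Technique: Kinetic Fluo-8 calcium fluorescence | Benchmarks: Low control DMSO, high control PEA (EC100)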
# TAAR1 antagonist: antagonists of human TAAR1. Q96RJ0. inhibition, % at 3 µM. actives 1.5% (n = 360,000). CHO RD-HGA16 TAAR1, Fluo-8 calcium fluorescence, antagonist;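 active = inhibition above a per-plate cutoff, the mean inhibition of test compounds on that plate plus 3 SD, cut at about 49% in these data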;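 also: 0% = DMSO plus EC80 beta-PEA response and 100% = DMSO alone without agonist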
#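 Test system: CHO RD-HGA16 cells bearing hTAAR1 | Reagent: β-PEA, EC80 | Compound dosing: 3 µM, single point | Schedule: Dye loading 75 min at 37 °C, then 30 min room temperature | Signal: Calcium fluorescence with Fluo-8 | Evaluation: Percent inhibition of PEA-evoked calcium signal, max/basal emission ratio | Control set: DMSO-only wells and EC80 β-PEA-stimulated wells | Repeats: Singlicate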
# CHO-K1 Ca antag: nonselective inhibitor or artifact in parental CHO-K1 cells; ATP-induced calcium, Fluo-8 fluorescence; inhibition, % at 3 µM; actives 0.6% (n = 360,000); AID 602250;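 active = inhibition above a per-plate cutoff, the plate's mean sample inhibition plus 3 SD, cut at about 24% in these data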;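 also: 0% = DMSO plus EC80 ATP and 100% = DMSO alone without ATP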
# CHRM1 antagonist: antagonists of human M1 muscarinic receptor; CHO-K1 hM1, Fluo-8 calcium fluorescence, ACh EC80 antagonist; inhibition, % at 3 µM; actives 1.3% (n = 360,000); P11229;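 active = percent inhibition above its own plate's cutoff, namely the mean of that plate's compound wells plus 3 SD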;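 also: peak over basal fluorescence ratio during 140 s after agonist addition; 0% = ACh EC80 plus DMSO and 100% = DMSO alone without agonist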
# M1 PAM parental: M1 PAM counterscreen hit in parental CHO-K1 cells; ATP EC20, Fluo-8 calcium fluorescence; 0% at ATP EC20, 100% at ATP max; activation, % at 3 µM; actives 0.02% (n = 360,000); AID 602247;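 active = activation above the run cutoff, the mean activation of all test compounds plus 3 SD, cut at about 40% in these data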;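 also: peak over basal fluorescence ratio in a 140 s read after ATP addition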
# CHO parental Ca: counter-screen: ATP calcium response change in parental CHO cells; parental CHO-K1, ATP-induced calcium, Fluo-8 fluorescence; actives 0.63% (n = 330,000); inhibition, % at 5.6 µM; AID 463079;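 active = inhibition above that plate's mean sample inhibition plus 3 SD, cut at about 26% in these data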;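 also: 0% = ATP-challenged DMSO wells and 100% = DMSO wells without ATP; some compounds past the cut are filed as inactive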
#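 test system = CHO parental line | reagent = ATP stimulus | measured by = intracellular calcium via Fluo-8 no-wash fluorescent dye | control set = ATP and no-ATP DMSO wells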
# CHO-K1 Ca ag: M1 agonist counterscreen hit in parental CHO-K1 cells | actives 0.48% (n = 360,000) | activation, % at 3 µM | Fluo-8 calcium fluorescence; scaled to maximal ATP response, vehicle zero; in the data active = activation above about 15%;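 also: untransfected CHO-K1 host cells lacking M1 receptor as counterscreen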
# An asterisk follows results filed as active; nt = no result given.
1) FC(F)(F)c1ccc(N2CCOCC2)c(NC2=NCCCCC2)c1
2) Cn1c(=O)c2c(nc(C3CC4C5CCC(C5)C4C3)n2C)n(C)c1=O (stereo not given)
3) CC(C)(C)C(=O)O/N=C(\N)c1c(Cl)cccc1Cl
4) Cc1cc(NC(=O)CN2C(=O)NC(C)(CCc3ccccc3)C2=O)no1 (stereo not given)
5) COc1ccc(C(Sc2ccccc2)c2ccccc2)cc1OC (stereo not given)
6) CC(Sc1ccccc1)C(=O)NN=C1CCN(C)CC1 (stereo not given)
7) COc1ccc(N(CC(=O)NCC2CCCO2)C(=O)CCC(=O)Nc2nccs2)c(OC)c1 (stereo not given)
8) CC(=O)Nc1nc2ccc(C(=O)NC3CCCCC3)cc2s1
9) CSc1nc2ccccc2cc1/C=C(\C#N)c1cccc(C)c1
10) CC1=C2C3OC(=O)C(C)C3CCC2(C)C=C(Br)C1=O (stereo not given)
assay / compound,1,2,3,4,5,6,7,8,9,10
OXTR potentiate,-2,nt,-3,-22,-6,-1,-4,-5,1,nt
M1 ag,-3,-3,-3,-4,-4,-7,-4,-2,1,1
TAAR1 ag,0,0,1,3,3,3,1,0,2,3
TAAR1 antagonist,16,-3,-5,-29,23,0,12,0,1,-12
CHO-K1 Ca antag,-19,2,10,-6,-16,-2,6,0,-10,4
CHRM1 antagonist,-6,-5,-3,-3,12,-8,13,4,5,5
M1 PAM parental,-10,-11,-9,11,11,16,-15,9,1,-9
CHO parental Ca,-14,nt,-17,-9,-28,-14,1,-9,-24,nt
CHO-K1 Ca ag,3.9,-0.2,0.2,1.2,0.1,0.0,0.6,0.4,-0.1,0.1

11) Cn1c(N)c(C(=O)COC(=O)/C=C/c2ccccc2)c(=O)n(C)c1=O
12) CCCCN1C(=O)C(=O)N(CC(=O)Nc2cccc(C(C)=O)c2)C1=O
13) CCOC(=O)Cc1csc(NS(C)(=O)=O)n1
14) C#CCO[C@@H]1C[C@H](n2ccc(NC(=O)c3ccccc3)nc2=O)O[C@@H]1CO
15) CCOc1ccc(C(=O)OC2CCN(C)CC2)cc1
16) COc1ccccc1CNC(=O)CCN1C(=O)c2ccccc2C1=O
17) CCCOc1ccc(Cc2c(Cl)nc(SC)nc2NC)cc1
18) CC(C)C[C@H]1CNC(=O)C(=O)N1C[C@H](Cc1ccc(O)cc1)NC(=O)Cc1ccccc1
19) C=CCSc1nsc(N)n1
20) OCCN1CCN(CCO)C1=S
assay / compound,11,12,13,14,15,16,17,18,19,20
OXTR potentiate,-7,-4,-6,1,-3,-5,-15,nt,-10,nt
M1 ag,10,-1,3,-2,-6,-4,-5,nt,-2,0
TAAR1 ag,6,0,4,3,10,3,-2,5,2,0
TAAR1 antagonist,6,10,-18,-9,7,-11,6,-10,-1,-3
CHO-K1 Ca antag,-19,10,-11,-5,-10,-11,21,-25,-1,-16
CHRM1 antagonist,-9,-10,-27,3,8,-10,15,nt,4,-23
M1 PAM parental,14,-11,7,-12,11,11,7,27,11,23
CHO parental Ca,-14,-9,-2,-11,-8,-1,11,nt,1,nt
CHO-K1 Ca ag,5.3,-0.3,-0.1,0.1,0.1,0.5,6.9,1.3,0.7,0.5

21) COc1ccc(CC(=O)Nc2ccc(S(=O)(=O)Nc3cc(OC)nc(OC)n3)cc2)cc1
22) CCC(NC(=O)c1ccccc1Br)c1ccccc1 (stereo not given)
23) COc1ccc(/C=C2\Oc3cc(OC(=O)N4CCOCC4)ccc3C2=O)c(OC)c1
24) CCOC(=O)CSc1nc2c(c(-c3ccc(C)o3)c1C#N)CCCC2
25) Cc1ccc2nc(SCc3cccc([N+](=O)[O-])c3)nc(C)c2c1
26) N#CCc1ccc(NC(=O)c2ccc(CN3CCc4ccccc4C3)cc2)cc1
27) O=C(Nc1ccc(N2CCN(Cc3ccccc3)CC2)cc1)c1ccccc1[N+](=O)[O-]
28) CCCNC(=O)C1(C)CCN(C(=O)c2c(F)ccc(C)c2F)C1 (stereo not given)
29) COc1cc(/C=N/NC(N)=O)c(Br)cc1OCC(=O)Nc1ccccc1C
30) Cn1[nH]c(CSc2ccc(Cl)cc2)cc1=O
assay / compound,21,22,23,24,25,26,27,28,29,30
OXTR potentiate,-4,9,-8,-6,-7,-8,-7,nt,-10,-14
M1 ag,2,-1,0,-7,-3,-10,-10,-3,-2,-6
TAAR1 ag,1,8,4,8,8,7,1,7,4,6
TAAR1 antagonist,-7,-4,26,42,18,4,-8,-10,-5,14
CHO-K1 Ca antag,1,9,-6,-8,-9,-5,-1,0,5,-4
CHRM1 antagonist,-14,-2,-10,0,-12,2,2,0,3,0
M1 PAM parental,8,-16,13,-7,12,0,13,5,-2,2
CHO parental Ca,-2,-11,-12,33*,-23,-4,1,nt,-2,-11
CHO-K1 Ca ag,-0.4,-0.7,1.5,0.9,0.1,2.9,1.3,0.2,0.4,0.0

# Arranged by value in OXTR potentiate (smallest number first): 3 of the compounds above
No.	structure	OXTR potentiate	M1 ag	TAAR1 antagonist	CHRM1 antagonist
30	Cn1[nH]c(CSc2ccc(Cl)cc2)cc1=O	-14	-6	14	0
5	COc1ccc(C(Sc2ccccc2)c2ccccc2)cc1OC (stereo not given)	-6	-4	23	12
8	CC(=O)Nc1nc2ccc(C(=O)NC3CCCCC3)cc2s1	-5	-2	0	4

# 3 structures out of the list, sorted by count of non-hydrogen atoms, falling.
23) COc1ccc(/C=C2\Oc3cc(OC(=O)N4CCOCC4)ccc3C2=O)c(OC)c1
24) CCOC(=O)CSc1nc2c(c(-c3ccc(C)o3)c1C#N)CCCC2
30) Cn1[nH]c(CSc2ccc(Cl)cc2)cc1=O
assay / compound,23,24,30
OXTR potentiate,-8,-6,-14
M1 ag,0,-7,-6
TAAR1 ag,4,8,6
TAAR1 antagonist,26,42,14
CHO-K1 Ca antag,-6,-8,-4
CHRM1 antagonist,-10,0,0
M1 PAM parental,13,-7,2
CHO parental Ca,-12,33*,-11
CHO-K1 Ca ag,1.5,0.9,0.0

# (continued)
31) O=C1c2cccc(OCC(=O)N3CCCc4ccccc43)c2CCN1Cc1cccnc1
32) NCC1OC(n2cnc3c(N)ncnc32)CC1O (stereo not given)
33) O=C1N(c2ccccc2)C[C@@H]2C[C@@H](c3cccs3)N3CCC[C@@]123
34) Cc1ccc(S(=O)(=O)Nc2cccc3c2O[C@@H](CN(C)C(=O)Nc2ccc4c(c2)OCO4)[C@H](C)CN([C@@H](C)CO)C3=O)cc1
35) COc1ccc(Cc2n[nH]c(=S)n2Cc2ccccc2)cc1Cl
36) Cc1cccc(-c2n[nH]c([N+](=O)[O-])n2)c1
37) CN1CCCC(OC(=O)c2ccc(Cl)cc2)C1 (stereo not given)
38) COc1ccccc1C1=NOC(Cn2c(NCC3CCCO3)nc3c2c(=O)n(C)c(=O)n3C)C1 (stereo not given)
39) COc1ccc(NC(=O)CCn2nnc(-c3ccc(C)cc3)n2)cc1OC
40) N/C(=N\OC(=O)N1CCOCC1)c1ccccc1
assay / compound,31,32,33,34,35,36,37,38,39,40
OXTR potentiate,-25,nt,0,-7,-10,-14,3,-5,-20,3
M1 ag,-2,-2,-9,-10,-8,-4,-8,-5,2,2
TAAR1 ag,11,1,-1,9,0,4,4,11,4,6
TAAR1 antagonist,28,19,-1,7,-9,-7,-18,10,-14,-3
CHO-K1 Ca antag,9,-7,4,-10,-3,-11,-7,0,1,-23
CHRM1 antagonist,17,-5,90*,-1,26,4,-25,-2,-7,-24
M1 PAM parental,-10,-5,-15,-11,4,12,20,-10,13,10
CHO parental Ca,-2,nt,-16,-11,-7,-2,1,-13,-5,-10
CHO-K1 Ca ag,15,0.5,0.0,-0.1,1.7,0.6,1.2,1.5,4.6,0.7

41) CCOc1ccc(CC(=O)Nc2c3c(nn2C(C)(C)C)CS(=O)(=O)C3)cc1
42) NC(=O)c1ccccc1NC(=O)CN1CCCCCC1
43) COc1ccc(C2CC(c3ccccc3)=NN2C(=O)COC(=O)c2cccc(S(=O)(=O)N3CCOCC3)c2)cc1 (stereo not given)
44) CCC(=O)N(C)C(c1ccccc1Cl)c1nnnn1-c1c(C)cccc1C (stereo not given)
45) COc1cc(C2C3=C(CCCC3=O)Nc3c2c(C)nn3-c2cccc(C)c2)cc(OC)c1O (stereo not given)
46) COc1ccc(C(=O)C2CCCN(Cc3cccn3-c3nccs3)C2)cc1OC (stereo not given)
47) O=C(NCc1ccccc1)N1CCN(c2ccc(F)cc2)CC1
48) Cc1csc(SC(C)C(=O)NCc2ccc3c(c2)OCO3)n1 (stereo not given)
49) COCc1cc(C)nc(NCCO)c1C#N
50) O=C(COC(=O)c1cccnc1Cl)NC(=O)c1ccc(OC(F)F)cc1
assay / compound,41,42,43,44,45,46,47,48,49,50
OXTR potentiate,-8,-5,1,-5,-4,-10,-13,-17,-5,-10
M1 ag,-2,-4,-2,-5,-2,-8,-2,-7,1,-3
TAAR1 ag,0,3,2,10,4,1,2,-1,6,-1
TAAR1 antagonist,-6,-4,-1,2,5,-4,-9,0,-6,4
CHO-K1 Ca antag,-18,-1,-3,-2,-12,10,-3,-5,-13,-3
CHRM1 antagonist,-9,-11,4,3,-2,-11,6,-3,-18,-9
M1 PAM parental,20,-2,10,-2,17,-1,18,17,17,3
CHO parental Ca,-13,-10,3,-19,-3,-14,-1,-16,-8,-7
CHO-K1 Ca ag,0.9,1.3,0.1,-0.4,1.7,0.1,1.2,6.4,0.3,0.3

51) Cc1ccc(S(=O)(=O)NC(CC(C)C)C(=O)NCCCn2nc(C)cc2C)cc1 (stereo not given)
52) COC(=O)c1ccc(C(=O)OC)c(NC(=O)CSc2cccc[n+]2[O-])c1
53) O=C(c1cccc(OC2CCN(Cc3cc(F)cc(F)c3)CC2)c1)N1CCCC1
54) Cc1ccc(OCC(=O)N(Cc2ccccc2)c2ccccn2)cc1
55) OCC[C@@H]1C[C@@H](O)[C@H](O)[C@@]2(Cc3ccccc3CCO2)O1
assay / compound,51,52,53,54,55
OXTR potentiate,-5,-3,-1,-14,6
M1 ag,-2,-1,-5,-6,-2
TAAR1 ag,4,2,0,4,16
TAAR1 antagonist,11,7,-24,-4,6
CHO-K1 Ca antag,-3,-33,18,-12,-10
CHRM1 antagonist,-4,-7,2,-18,2
M1 PAM parental,25,21,-10,7,18
CHO parental Ca,-14,8,18,-24,0
CHO-K1 Ca ag,-0.5,1.1,0.3,0.7,2.1
